Pin1 inhibitor: qHTS Assay to Find Inhibitors of Pin1; Peptidyl-prolyl cis-trans isomerase NIMA-interacting 1 (Homo sapiens), Q13526; Pin1 FP peptide displacement, HiFluor488, 10 min; Potency, µM (doses to about 115 µM), for inactives: top-dose activity, negative = inhibition, hits mostly inhibitors; 0.009% of 390,000 active; AID 504891, 2011; active means well fitted inhibition curve with a large enough effect in the polarisation, with a control signal flat, not every such curve was filed as active; inconclusive means small, poorly fitted or top-dose-only effect, or effect the other way, or a change in a side signal; inactive means no such curve, though single readings can be large or run the other way; the % refers to the polarisation; further: potency means the concentration at half of the fitted maximal effect; on the % scale 0 is the no-effect control and ±100 the full control effect
Target sequence (Q13526 whole entry, looked up): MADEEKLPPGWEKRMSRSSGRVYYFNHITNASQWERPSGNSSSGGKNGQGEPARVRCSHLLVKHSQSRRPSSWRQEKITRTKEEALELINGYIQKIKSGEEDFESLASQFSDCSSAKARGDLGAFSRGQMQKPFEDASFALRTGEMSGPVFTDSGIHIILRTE
GLS inh: qHTS for Inhibitors of Glutaminase (GLS). 0.21% of 410,000 active. Glutaminase kidney isoform, mitochondrial (Homo sapiens), O94925. Potency, µM (top dose mostly 45.5 µM), for the others: at the highest dose activity change, negative = inhibition, actives largely listed as inhibitors. GLS enzymatic activity, qHTS titration; further: potency means the concentration at half of the fitted maximal effect; on the % scale 0 is the no-effect control and ±100 the full control effect
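hKGA; 45 mM KH2PO4 pH 8.2 + 0.02% Tween-20; cpd via pin tool; 1 mM Gln soln; GluOx/HRP/Amplex Red; RT 30 min; fluor. t0 & final.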
HP1b chromo inh: HTS for Inhibitors of HP1-beta Chromodomain Interactions with Methylated Histone Tails; Chromobox protein homolog 1 (Homo sapiens), P83916; AlphaScreen HP1-beta / biotin-H3K9me3 peptide binding; Potency, µM (series often up to 114 µM), inactives show at the highest dose activity change, negative = inhibition, hits mostly inhibitors; 0.56% of 390,000 active; further: potency means the concentration at half of the fitted maximal effect; nearly all actives have a fitted effect of over 70% in size; inactives centre near 23
Target sequence (P83916 whole entry, looked up): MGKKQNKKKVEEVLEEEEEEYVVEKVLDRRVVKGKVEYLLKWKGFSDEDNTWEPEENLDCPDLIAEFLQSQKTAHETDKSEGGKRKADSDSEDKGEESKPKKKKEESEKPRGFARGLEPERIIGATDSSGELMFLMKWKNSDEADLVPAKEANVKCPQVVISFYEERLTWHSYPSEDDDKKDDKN
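HP1-beta protein (50 nM final) preincubated 30 min at room temperature with biotinylated H3(1-18)K9me3 peptide (50 nM) in PBS pH 7.4, 0.01% Tween-20, then compound added for 30 min. AlphaScreen streptavidin donor/nickel chelate acceptor beads (10 ug/mL final), 30 min dark, luminescence read.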
TrxR1 substrate: qHTS Assay for Substrates of Mammalian Selenoprotein Thioredoxin Reductase 1 (TrxR1): qHTS; Potency, µM (titrated, usually from 114 µM), for inactives: top-dose activity change, negative = substrate turnover; 0.01% of 390,000 active; AID 588456, 2011; purified TrxR1 substrate turnover, NADPH consumption readout; further: potency means the concentration at half of the fitted maximal effect; on the % scale 0 is the no-effect control and ±100 the full control effect; nearly all actives have a fitted effect of over 50% in size
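Rat TrxR1, dispensed at 90 nM, was prereduced with 400 uM NADPH (final) for 5 min at ~22 deg C, then incubated with compound 15 min before 400 uM selenite. A first-read NADPH fluorescence drop versus no-compound background flagged substrates.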
Tb PGK inh: qHTS Assay to Find Inhibitors of Phosphoglycerate Kinase | Phosphoglycerate kinase, glycosomal (Trypanosoma brucei brucei), P07378 | PGK/GAPDH coupled, Kinase-Glo luminescence, 60 min | Potency, µM (top dose mostly 57.5 µM), for the others: at the highest dose activity change, negative = inhibition, actives largely listed as inhibitors | 0.043% of 380,000 active | AID 602233, 2012; further: potency means the concentration at half of the fitted maximal effect; on the % scale 0 is the no-effect control and ±100 the full control effect; nearly all actives have a fitted effect of over 60% in size
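Luminescent ATP detection (Kinase-Glo Plus) follows a 60-minute room-temperature incubation, with wells lacking PGK as controls. Buffer: 100 mM TEA (pH 7.6), 5 mM MgCl2, 0.01% Tween-20. Coupling enzyme GAPDH (100 nM final) supplies unstable 1,3-BPG in-well.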
PI4K2A inh: qHTS for small molecular inhibitors of PI4K2A | Phosphatidylinositol 4-kinase type 2-alpha (Homo sapiens), Q9BTU6 | purified PI4K2A, ADP-Glo luminescence, 1 h; stronger effect = lower value | activity change, negative = inhibition, % at 76.9 µM | 0.13% of 420,000 active; in the data active means activity change below about -50%; inconclusive means mostly about -30% to -49%;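 further: -100% = wells without enzyme as full effect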
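ADP-Glo luminescence measured ADP generated by PI4K2A enzyme (4 ug/mL before mixing) with 1.2 mM PI substrate (pre-mix) and 300 microM ATP (pre-mix). Tris pH7.5 buffer with MgCl2, Triton X-100; 1 h reaction at ambient temperature.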
mIDH1 inhibitor: qHTS for Inhibitors of mutant isocitrate dehydrogenase 1 (IDH1): qHTS | Isocitrate dehydrogenase [NADP] cytoplasmic (Homo sapiens), O75874 | IDH1-R132H enzyme, NADPH consumption, diaphorase/resazurin fluorescence | Potency, µM (top dose mostly 76.6 µM), inactives show at the top dose activity change, negative = inhibition, usual class: inhibitors | 0.093% of 390,000 active | AID 602179, 2012; further: potency means the concentration at half of the fitted maximal effect; on the % scale 0 is the no-effect control and ±100 the full control effect; nearly all actives have a fitted effect of over 65% in size
Target sequence (O75874 whole entry R132H, stated change not applied): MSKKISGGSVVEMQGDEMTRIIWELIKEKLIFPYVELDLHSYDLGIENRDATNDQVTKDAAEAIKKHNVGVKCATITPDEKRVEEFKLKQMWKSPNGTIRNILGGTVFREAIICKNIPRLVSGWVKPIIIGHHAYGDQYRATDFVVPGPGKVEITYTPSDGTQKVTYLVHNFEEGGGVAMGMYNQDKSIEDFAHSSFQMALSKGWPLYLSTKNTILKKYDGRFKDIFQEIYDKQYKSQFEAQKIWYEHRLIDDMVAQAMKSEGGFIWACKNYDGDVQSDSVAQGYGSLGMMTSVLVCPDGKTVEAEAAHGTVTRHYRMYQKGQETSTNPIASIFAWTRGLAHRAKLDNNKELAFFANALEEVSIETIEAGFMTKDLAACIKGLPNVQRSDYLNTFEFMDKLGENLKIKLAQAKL
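IDH1-R132H (0.5 ug/mL dispensed) in pH 7.5 Tris buffer was preincubated 30 min with compound, then given a substrate mix of 0.016 mM NADPH and 2 mM alpha-KG for 80 min at room temperature; remaining NADPH was read by diaphorase/resazurin fluorescence.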
TrxR1 inh: qHTS Assay for Inhibitors of Mammalian Selenoprotein Thioredoxin Reductase 1 (TrxR1): qHTS; recombinant rTrxR1, NADPH fluorescence consumption, selenite substrate; Potency, µM (highest dose often 114 µM), without a hit: at the top dose activity change, negative = inhibition, most hits filed as inhibitors; AID 588453, 2011; Thioredoxin reductase 1, cytoplasmic (Rattus norvegicus), O89049; 1% of 390,000 active; further: potency means the concentration at half of the fitted maximal effect; on the % scale 0 is the no-effect control and ±100 the full control effect; nearly all actives have a fitted effect of over 65% in size
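Rat TrxR1 (90 nM in the dispensed reagent) was pre-reduced with 400 uM NADPH for 5 min at room temperature, then incubated with compound for 15 min. After 400 uM selenite was added, NADPH fluorescence (Ex 340/Em 450 nm) was followed for 8 min.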
USP1-UAF1 inh: Inhibitors of USP1/UAF1: Primary Screen | recombinant USP1/UAF1, Ub-Rhodamine cleavage fluorescence | 0.23% of 390,000 active | Potency, µM (highest dose often 57.1 µM), without a hit: top-dose activity change, negative = inhibition, most hits filed as inhibitors | Ubiquitin carboxyl-terminal hydrolase 1 (Homo sapiens), O94782 | AID 743255, 2014; further: potency means the concentration at half of the fitted maximal effect; on the % scale 0 is the no-effect control and ±100 the full control effect; nearly all actives have a fitted effect of over 60% in size; inactives centre near -12
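High-throughput fluorogenic screen: 1nM USP1/UAF1 complex, Ub-Rho substrate 150nM final, 50mM HEPES pH 7.8 with 0.5mM EDTA, 0.1 mg/ml BSA, 1mM TCEP and 0.01% Tween-20.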
An asterisk follows results filed as active; [ ] = remark or other dose. Unless noted, the call rests on the fitted dose curve; in most records, active means well fitted curve in the direction sought with a large enough effect; inconclusive means small, poorly fitted or top-dose-only effect, or another doubt; inactive means no such curve, though single readings can be large; an effect the other way counts as inactive or inconclusive. This is a subset, so the mix of outcomes need not match the whole.

What do the screens show for `CC(C)c1cc(=O)n2[nH]c(N)nc2n1`?
Pin1 inhibitor: -1%; GLS inh: 5%; HP1b chromo inh: 3%; TrxR1 substrate: -1%; Tb PGK inh: -2%; PI4K2A inh: -1; mIDH1 inhibitor: -2%; TrxR1 inh: 12%; USP1-UAF1 inh: -11%

How did O=C(NCC(c1ccco1)N1CCCC1)c1cc(S(=O)(=O)N2CCOCC2)ccc1Cl (stereo unspecified) do in these assays?
Pin1 inhibitor: 3%; GLS inh: -4%; HP1b chromo inh: 44%[activator]; TrxR1 substrate: -1%; Tb PGK inh: -2%; PI4K2A inh: -2; mIDH1 inhibitor: -8%; TrxR1 inh: 14%; USP1-UAF1 inh: -7%

What do the screens show for `COc1ccc(NC(=O)N2CCCc3ccccc32)cc1`?
Pin1 inhibitor: 1%; GLS inh: 10%; HP1b chromo inh: 32%; TrxR1 substrate: 0%; Tb PGK inh: 0%; PI4K2A inh: 5; mIDH1 inhibitor: 4%; TrxR1 inh: -2%; USP1-UAF1 inh: -24%

How did O=C(Nc1ccccc1)c1ccc(Br)o1 do in these assays?
Pin1 inhibitor: -3%; GLS inh: 2%; HP1b chromo inh: 8%; TrxR1 substrate: 7%; Tb PGK inh: -1%; PI4K2A inh: 2; mIDH1 inhibitor: 10%; TrxR1 inh: 8%; USP1-UAF1 inh: inconclusive

What do the screens show for `COC(=O)c1ccc(NC(=O)CSc2n[nH]c(-c3ccncc3)n2)cc1`?
Pin1 inhibitor: 2%; GLS inh: -7%; HP1b chromo inh: 46%[activator]; TrxR1 substrate: 2%; Tb PGK inh: -9%; PI4K2A inh: -12; mIDH1 inhibitor: 0%; TrxR1 inh: 15%[57.1 µM]; USP1-UAF1 inh: -17%

How did COc1ccc(C(=Cc2ccccc2)C(=O)O)cc1 do in these assays?
Pin1 inhibitor: -3%; GLS inh: 2%; HP1b chromo inh: 16%; TrxR1 substrate: -13%; Tb PGK inh: 7%; PI4K2A inh: -2; mIDH1 inhibitor: -3%; TrxR1 inh: -26%; USP1-UAF1 inh: 2%

How did COc1ccc2c(c1)C(=O)CC(O)(C(F)F)O2 (stereo unspecified) do in these assays?
Pin1 inhibitor: -4%; GLS inh: 2%; HP1b chromo inh: 35%; TrxR1 substrate: 86%; Tb PGK inh: inactive; PI4K2A inh: -2; mIDH1 inhibitor: 2%; TrxR1 inh: 12%[57.1 µM]; USP1-UAF1 inh: -11%

What do the screens show for `O=C(CCCNC(=O)c1ccc(Cl)cc1)Nc1ccccc1F`?
Pin1 inhibitor: 1%; GLS inh: 1%; HP1b chromo inh: 26%; TrxR1 substrate: -3%; Tb PGK inh: -9%; PI4K2A inh: -1; mIDH1 inhibitor: 0%; TrxR1 inh: 3%; USP1-UAF1 inh: -21%

What do the screens show for `Cc1cc2c(c(=O)n1Cc1cccnc1)C(c1cccs1)C(C#N)=C(N)O2` (stereo unspecified)?
Pin1 inhibitor: 2%; GLS inh: 24%; HP1b chromo inh: 56%[activator]; TrxR1 substrate: -9%; Tb PGK inh: 0%; PI4K2A inh: 0; mIDH1 inhibitor: 6%; TrxR1 inh: inconclusive; USP1-UAF1 inh: -5%

How did COc1ccccc1N1CCN(c2ncnc3c2cnn3C)CC1 do in these assays?
Pin1 inhibitor: 0%; GLS inh: 7%; HP1b chromo inh: 22%; TrxR1 substrate: 4%[57.1 µM]; Tb PGK inh: -7%; PI4K2A inh: -7; mIDH1 inhibitor: -5%; TrxR1 inh: 18%[57.1 µM]; USP1-UAF1 inh: 4%

Results for Cc1ccsc1C(=O)NNC(=O)c1ccccc1F ?
Pin1 inhibitor: 2%; GLS inh: 25%; HP1b chromo inh: 14%; TrxR1 substrate: 16%[57.1 µM]; Tb PGK inh: -26%; PI4K2A inh: -9; mIDH1 inhibitor: 2%; TrxR1 inh: 3%[11.4 µM]; USP1-UAF1 inh: 1%

How did C=CCN=c1scc(-c2ccc3c(c2)NC(=O)CO3)n1/N=C(\C)c1ccccn1 do in these assays?
Pin1 inhibitor: 37%[activator]; GLS inh: 4%; HP1b chromo inh: 6%; TrxR1 substrate: 6%; Tb PGK inh: 4%; PI4K2A inh: 1; mIDH1 inhibitor: 4%; TrxR1 inh: 19%[57.1 µM]; USP1-UAF1 inh: -8%

What do the screens show for `O=C(CN1C(=O)C2C3CC(C(Br)C3Br)C2C1=O)N1CCOCC1` (stereo unspecified)?
Pin1 inhibitor: 0%; GLS inh: 8%; HP1b chromo inh: 20%; TrxR1 substrate: -7%; Tb PGK inh: -1%; PI4K2A inh: 8; mIDH1 inhibitor: 1%; TrxR1 inh: -3%; USP1-UAF1 inh: -9%

How did CN(Cc1ccccc1)C(=O)COC(=O)CCC(=O)c1ccc(F)cc1 do in these assays?
Pin1 inhibitor: -3%; GLS inh: 2%; HP1b chromo inh: 19%; TrxR1 substrate: -1%; Tb PGK inh: 0%; PI4K2A inh: -2; mIDH1 inhibitor: 6%; TrxR1 inh: -2%; USP1-UAF1 inh: -12%

Results for CCCCCC(=O)N1CC2(CC(c3cccc(NC(=O)c4ccccc4)c3)=NO2)C[C@@H]1C(N)=O (stereo partly specified) ?
Pin1 inhibitor: 6%; GLS inh: 0%; HP1b chromo inh: 24%; TrxR1 substrate: -4%; Tb PGK inh: 1%; PI4K2A inh: 1; mIDH1 inhibitor: -9%; TrxR1 inh: -2%; USP1-UAF1 inh: -18%

What do the screens show for `N#CCCN(Cc1cccnc1)C(=O)Nc1cccc(Cl)c1`?
Pin1 inhibitor: -1%; GLS inh: -3%; HP1b chromo inh: 20%; TrxR1 substrate: 14%[57.1 µM]; Tb PGK inh: 3%; PI4K2A inh: -2; mIDH1 inhibitor: 4%; TrxR1 inh: 13%[57.1 µM]; USP1-UAF1 inh: -15%

How did O=C(Oc1ccc(C(=S)N2CCOCC2)cc1)c1cc([N+](=O)[O-])cc([N+](=O)[O-])c1 do in these assays?
Pin1 inhibitor: 0%; GLS inh: -8%; HP1b chromo inh: 40%; TrxR1 substrate: 1%; Tb PGK inh: 0%; PI4K2A inh: 1; mIDH1 inhibitor: 2%; TrxR1 inh: 4%; USP1-UAF1 inh: -11%

What do the screens show for `COc1ccc(S(=O)(=O)NCc2ccc3c(c2)CCN3C(=O)c2ccccc2)cc1OC`?
Pin1 inhibitor: -8%; GLS inh: 4%; HP1b chromo inh: 14%[57 µM]; TrxR1 substrate: -5%[57.1 µM]; Tb PGK inh: 2%; PI4K2A inh: 3; mIDH1 inhibitor: -2%; TrxR1 inh: 4%[57.1 µM]; USP1-UAF1 inh: -9%

How did CC(C(=O)Nc1ccc(S(N)(=O)=O)cc1)N1CCc2ccccc21 (stereo unspecified) do in these assays?
Pin1 inhibitor: -16%; GLS inh: -5%; HP1b chromo inh: -4%; TrxR1 substrate: 11%[57.1 µM]; Tb PGK inh: inactive; PI4K2A inh: 4; mIDH1 inhibitor: -1%; TrxR1 inh: 33%[57.1 µM]; USP1-UAF1 inh: -7%

What do the screens show for `CCOC(=O)c1c(-c2ncc(C(F)(F)F)cc2Cl)noc1C`?
Pin1 inhibitor: 4%; GLS inh: -5%; HP1b chromo inh: 39%; TrxR1 substrate: 4%; Tb PGK inh: 20%; PI4K2A inh: 0; mIDH1 inhibitor: -10%; TrxR1 inh: 18%; USP1-UAF1 inh: -3%

What do the screens show for `COc1ccc(NC(=O)Cn2nc(C)c([N+](=O)[O-])c2C)cn1`?
Pin1 inhibitor: -5%; GLS inh: 2%; HP1b chromo inh: 33%; TrxR1 substrate: 22%[57.1 µM]; Tb PGK inh: 0%; PI4K2A inh: -9; mIDH1 inhibitor: -3%; TrxR1 inh: 28%[57.1 µM]; USP1-UAF1 inh: -7%

What do the screens show for `Cc1ccsc1/C=C(\C#N)C(=O)NCc1cccnc1`?
Pin1 inhibitor: -6%; GLS inh: 3%; HP1b chromo inh: 38%; TrxR1 substrate: -7%[57.1 µM]; Tb PGK inh: 6%; PI4K2A inh: -6; mIDH1 inhibitor: 2%; TrxR1 inh: -13%[57.1 µM]; USP1-UAF1 inh: 4%
